WT yeast gro inh = growth inhibition of WT yeast, mitochondrial fusion screen. inhibition, % at 10 µM. 190,000 tested, 2.1% active. mitochondrial fusion phenotypic screen, WT strain. AID 1362; in the data active = inhibition above about 58%; tested in S. cerevisiae
Lipid droplet = modulators of hepatic lipid droplet formation; AML12 mouse hepatocytes, oleate lipid droplets, BODIPY imaging; AID 1656; inhibition, % at 6.5 µM; 240,000 tested, 0.4% active;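 active = lipid droplet intensity inhibited by at least 50%, with more than 500 cells counted; inconclusive = wells with under 300 cells, treated as cytotoxic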
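material = mouse AML12 hepatocyte cell line, fixed after treatment | also added = 100 µM oleic acid challenge | doses = compound at 6.5 µM only | schedule = overnight exposure | technique = Image-based BODIPY and DAPI two-channel analysis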
ER stress rescue = rescue of cells from ER stress-induced death, primary screen, 384-well, CSM14.1, thapsigargin, ATP luminescence (AID 1222) | CSM14.1 thapsigargin-induced death rescue, ATP luminescence; higher % means a stronger effect | one-dose cellular ATP content (survival), % at 20 µM; EC50 in µM for titrated hits | 190,000 tested, under 10 active;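 active = EC50 below 50 µM in the dose-response confirmation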;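 also: death triggered by thapsigargin at about 15 µM added after 2 h compound pretreatment; cell ATP read after overnight thapsigargin exposure of roughly 18 to 22 hours; normalized against plate controls of thapsigargin alone and 5% DMSO vehicle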
TNAP activation fold = stimulation of alkaline phosphatase TNAP activity – biochemical, luminescent, no phosphate acceptor, uHTS, primary screen (AID 1001); 200,000 tested, 0.03% active; activation fold at 20 µM; hits with a dose series show EC50 in µM; purified TNAP, luminescent activation assay, no phosphate acceptor; higher activation fold means a stronger effect; in the data active = activation fold from about 3, or a potency from the dose series; inactive = the rest, 99 in 100 with activation fold below about 1.6; also: many of its hits are not listed in these tables
Myeloid diff MLP = promotes myeloid progenitor differentiation; ER-HoxA9 myeloid progenitors, lysozyme-GFP differentiation, flow cytometry; AID 624256; calls only at 10 µM; 360,000 tested, 1% active;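 active = normalized GFP-positive differentiation at or above the plate's own cutoff, the solvent-only control mean plus 3 SD; inconclusive = no clear call, values can overlap the other calls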;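 also: cells exposed to compound for four days before flow analysis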
UTI89 phage lysis = protection from phage-mediated lysis, alamar blue read-out – E. coli UTI89, K1F phage, bacterial capsule biogenesis inhibitors (AID 488966); 340,000 tested, 0.02% active; E. coli UTI89 K1F phage lysis, alamar blue, 2 h; higher % means a stronger effect; inhibition, % at 100 µM; hits with a dose series show IC50 in µM;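 active = phage lysis inhibition, versus mean bacterial control, above a set limit; inconclusive = no clear call, values can overlap the other calls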;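 also: capsule biogenesis inhibitors block K1F phage lysis so surviving cells raise fluorescence; higher fluorescence means more inhibition of phage lysis; actives were called in the ten point dose series up to 300 µM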
P. falciparum M1AAP = P. falciparum M1AAP inhibitors, biochemical, fluorogenic H-Leu-NHMec substrate, 1536-well (AID 1445); recombinant M1AAP, H-Leu-NHMec fluorogenic kinetic assay; higher % means a stronger effect; inhibition, % at 30 µM, or IC50 in µM where a hit was titrated; 220,000 tested, 0.42% active;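 active = primary inhibition above the hit cutoff, then over 50% inhibition at one or more dose response concentrations, cut at about 23% in these data, passing the limit was not always enough; inconclusive = conflicting primary data, or primary hits not chosen for dose response; inactive = low primary inhibition, or under 50% at every dose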;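 also: plate controls were DMSO full reaction for no effect and no enzyme background for full effect; strong numbers were not always called active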
human PMI inhibitors = MPI inhibition at elevated mannose 6-phosphate – biochemical, fluorescence intensity, high mannose 6-phosphate, primary screen (AID 1220); 190,000 tested, 0.66% active; inhibition, % at 20 µM; hits with a dose series show IC50 in µM; recombinant PMI enzyme, coupled fluorescence intensity; higher % means a stronger effect
PMI inhibitors = inhibitors of human PMI, primary screen, biochemical, fluorescence intensity, coupled assay (AID 1209); one-dose inhibition, % at 20 µM; IC50 in µM for titrated hits; purified PMI enzyme, coupled fluorescence intensity; higher % means a stronger effect; 190,000 tested, 0.42% active;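 also: plate controls were DMSO vehicle for no effect and wells lacking substrate for full effect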
WT yeast gro inh mutant strain = further read-out of WT yeast gro inh, marked with its call; inhibition, %; mitochondrial fusion phenotypic screen, mutant strain inhibition
Lipid droplet cells 6.5 µM = also measured in Lipid droplet; calls as there; cell count; measured here: cell count, cytotoxicity flag;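 cells counted across two imaged fields per well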
Myeloid diff MLP GFP+ MAC1+ % = further read-out of Myeloid diff MLP, marked with its call; GFP+ MAC1+ double positive, %; measured here: differentiation confirmed by MAC1 staining
An asterisk follows results filed as active; i = inactive; u = inconclusive; x = not tested or not shown; [ ] = another dose, or the depositor's remark. Rule as the data show it, unless noted: active = inhibition above about 50%; inactive = the rest.

SMILES	WT yeast gro inh	WT yeast gro inh mutant strain	Lipid droplet	Lipid droplet cells 6.5 µM	ER stress rescue	TNAP activation fold	Myeloid diff MLP	Myeloid diff MLP GFP+ MAC1+ %	UTI89 phage lysis	P. falciparum M1AAP	human PMI inhibitors	PMI inhibitors
Cc1ccccc1-n1c(=O)n(Cc2ccccc2)c(=O)c2[nH]cnc21	x	x	3.1	791	x	x	i	0.5	-1.6%	-0.5%	x	x
COc1ccc(NC(C)=O)cc1NC(C)C(=O)Nc1cccc2ccccc12 (stereo unspecified)	0.9	-20.2	7.0	756	-1.0%	1	i	0.7	0.3%	4.7%	9.6%	14.7%
O=C(Nc1cccc(O)c1)c1cc(-c2ccco2)on1	-6.2	7.6	-3.1	652	-4.5%	1	i	6.2	0.3%	9.4%	6.2%	6.1%
O=S(=O)(N1CCCCC1)n1c(Cc2ccccc2)nc2ccccc21	8.1	15.3	-45.6	719	-3.1%	1.2	i	2.2	0.1%	-2.0%	12.0%	14.3%
CCOc1ccccc1N1CC(C(=O)Nc2ccc(C(=O)O)cc2)CC1=O (stereo unspecified)	-11.2	-11.3	-4.5	718	x	1.1	i	0.9	1.7%	1.6%	6.4%	9.3%
CCOC(=O)c1c(C)n(C)c2ccc(OC)c(NS(=O)(=O)CC)c12	-41.0	-14.1	4.3	662	2.3%	1.1	i	0.2	4.7%	4.3%	19.3%	17.0%
O=C(Nc1cc([N+](=O)[O-])ccc1Cl)C(Sc1ccccc1)c1ccccc1 (stereo unspecified)	22.6	-0.8	-19.0	435	-1.0%	1.1	i	0.5	4.5%	2.9%	14.6%	21.2%
Cn1c(=O)[nH]c(=O)c2[nH]c(N(Cc3ccccc3)Cc3ccccc3)nc21	-1.8	22.7	x	x	0.7%	1.1	i	1.2	0.4%	13.1%	10.1%	4.4%
C=C(C)CN(CC)Cc1c(C(=O)N(C)CCCC)nc2ccccn12	-0.9	10.1	-18.6	632	2.5%	1	i	0.4	0.4%	2.9%	5.8%	8.7%
O=[N+]([O-])c1ccc(Nc2nc(N/N=C\c3ccc4c(c3)OCO4)nc(N3CCCCC3)n2)cc1	31.5	31.8	x	x	-2.8%	1	i	0.3	0.8%	12.5%	-5.6%	6.7%
CN(CC1COCCO1)c1nc2nonc2nc1N1CCSCC1 (stereo unspecified)	-9.1	-8.9	-1.3	765	0.7%	1	i	0.1	0.0%	4.1%	-4.9%	-9.9%
COc1ccc(CSc2cccc3cccnc23)cc1[N+](=O)[O-]	23.1	-5.1	-3.3	624	-1.8%	1.1	i	0.6	2.7%	6.6%	-17.4%	-15.8%
CCOC(=O)c1c(C)[nH]c(/C(C)=N/O)c1C	12.7	12.1	x	x	0.1%	0.9	i	1.7	2.5%	3.6%	-17.4%	-11.3%
Cc1cccc(N2C(=O)CC(N(C(=O)c3ccco3)c3cccc(C)c3)C2=O)c1 (stereo unspecified)	1.0	6.0	0.5	719	-1.0%	1.1	i	1.9	-0.5%	1.1%	0.5%	1.8%
O=C1NCCCC2c3c(cc(Br)c(O)c3Br)OC12N1CCCCC1 (stereo unspecified)	3.7	2.0	-9.4	748	0.2%	1	i	1.0	-0.7%	7.8%	19.9%	24.7%
FC(F)(F)Oc1ccc(NC(=S)NCc2ccccc2)cc1	17.7	1.6	13.2	645	-2.0%	1.1	i	1.1	1.4%	3.8%	5.5%	5.3%
CS(=O)(=O)Nc1ccc(C(=O)NCCSCc2ccco2)cc1	-0.3	14.6	4.3	632	3.0%	1.1	i	0.7	0.8%[50 µM]	5.6%	11.2%	11.1%
Cc1c(C)c2ccc(OC3CCCCC3=O)cc2oc1=O (stereo unspecified)	32.7	-0.8	-4.0	692	-1.9%	1.1	i	0.6	0.3%	1.6%	1.6%	6.8%
CCOC(=O)CSc1cc(C)nc(N)n1	-14.9	-15.2	-5.8	701	-0.7%	1.1	i	0.9	0.0%	1.0%	6.6%	7.0%
COc1cc([N+](=O)[O-])ccc1NC(=O)CCN1C(=O)C2C3CCC(C3)C2C1=O (stereo unspecified)	8.5	15.2	7.6	708	-2.0%	1.1	i	0.4	0.3%	3.2%	8.0%	-2.4%
O=c1oc(-c2ccccc2NS(=O)(=O)c2ccc(F)cc2)nc2ccccc12	x	x	-3.8	684	x	x	i	0.7	-0.4%	-1.5%	x	x
COc1ccc(N2CCN(CCNC(=O)CCCn3c(=O)[nH]c4cc(Cl)ccc4c3=O)CC2)cc1	3.7	9.1	6.4	686	-0.3%	1	i	1.4	-0.3%	0.3%	12.4%	6.4%
Cc1cc(NS(=O)(=O)c2ccc(NC(=O)CCCC(=O)O)cc2)nc(C)n1	5.5	-1.8	14.4	761	-1.8%	1.1	i	0.9	0.2%	0.1%	-0.1%	5.9%
CCCC1(C(=O)O)NC(c2ccccc2O)C2C(=O)N(c3cccc(Cl)c3)C(=O)C21 (stereo unspecified)	5.3	-2.9	x	x	-1.4%	1.4	i	2.3	2.9%	22.8%	-10.5%	-12.2%
Cc1ccccc1C(C(=O)NC1CCCCC1)N(C(=O)CNC(=O)c1ccco1)c1cccnc1 (stereo unspecified)	-6.1	-1.9	-7.0	721	-0.5%	1.1	i	0.2	-0.1%	-0.4%	8.0%	7.0%
COc1ccc(OC)c(S(=O)(=O)N2CCN(C34CC5CC(CC(C5)C3)C4)CC2)c1	3.1	-6.9	x	x	5.0%	1.1	i	0.8	0.8%	-0.1%	-2.2%	0.2%
CCCc1cc(C(=O)NCC(C)C)no1	7.7	2.7	x	x	-1.1%	1.1	i	9.4	2.5%	1.0%	-6.1%	-3.2%
CC1CCCCN1C(=O)c1ccc(C(=O)N2CCCCC2C)cc1 (stereo unspecified)	11.9	9.9	x	x	0.7%	1.2	i	18.4	-0.6%	2.3%	7.0%	5.4%
CC1CCCN(CCSc2ccc(Cl)cc2)C1 (stereo unspecified)	10.1	14.1	-6.7	604	0.3%	1	i	0.5	5.4%	5.1%	-8.2%	-5.3%
CCOC(=O)C1CCCN(Cc2cc(Br)ccc2OC)C1 (stereo unspecified)	8.4	9.6	-14.5	747	-2.2%	1.1	i	1.0	-0.1%	-3.0%	6.2%	18.4%
COc1ccc(-c2cnc(N)nc2-c2ccc(OCc3ccccc3)cc2O)cc1	x	x	1.5	764	x	x	i	0.7	-0.8%[50 µM]	2.7%	x	x
CC(C)(C)n1nnnc1C(c1cccs1)N(Cc1cccnc1)CC1CCCO1 (stereo unspecified)	-2.1	-0.1	x	x	2.1%	1	i	1.3	1.6%	-5.5%	9.8%	5.8%
COC(=O)c1cc(NC(=O)c2cc(-c3ccc(Cl)cc3)oc2C(F)(F)F)ccc1N1CCOCC1	x	x	25.9	671	x	x	i	0.3	-0.3%	3.5%	x	x
CCOC(=O)C1CCCN(C/C(O)=C(\C#N)c2nc(-c3ccc(Cl)cc3)cs2)C1 (stereo unspecified)	-1.9	1.9	-4.5	641	0.5%	1.1	i	1.2	0.0%	7.7%	-22.6%	-9.2%
Cc1ccc2oc(-c3cccc(NC(=O)c4ccc(Br)o4)c3C)nc2c1	24.1	24.7	-18.8	737	-3.3%	1	i	0.7	2.8%	5.9%	-3.1%	-1.8%
CCOC(=O)c1c(NC(=O)NC(C)(C)C)sc2c1CCN(C)C2	x	x	-12.8	718	x	x	i	0.7	0.9%	2.7%	x	x
COc1cccc(C(=O)Nc2nc(-c3ccccc3)c(-c3ccccc3)o2)c1	73.7*	27.1*	-7.0	578	3.0%	1.2	i	0.3	0.0%	-17.8%	-14.4%	9.8%
Cc1ccc(C)c(NC(=O)CCC(=O)OC(C(=O)c2ccccc2)c2ccccc2)c1 (stereo unspecified)	0.7	-5.5	x	x	-0.6%	1.1	i	1.2	-0.1%	1.7%	-0.3%	-1.4%
NC(=S)NNC(=O)Nc1ccc(Cl)c(Cl)c1	-3.4	-8.7	-9.5	635	-2.9%	1.5	i	0.6	4.4%	4.6%	1.8%	7.1%
Cc1ccc(-n2c(C)cc(C3=NNC(=NC4CC4)SC3)c2C)cc1C	77.9*	58.2*	-11.9	693	-3.2%	1	i	0.2	1.0%	5.3%	-12.0%	12.0%
O=C1CCCN1CCCn1cnc2c([nH]c3ccc(F)cc32)c1=O	-6.6	-7.3	x	x	-2.4%	1.1	x	x	0.9%	2.4%	13.4%	1.7%
CCOc1cc(/C=C2/NC(=O)N(CC(=O)Nc3cccc(C)c3)C2=O)ccc1OCC(N)=O	15.5	7.3	2.2	665	-0.7%	1	i	0.0	0.5%	10.7%	21.3%	21.5%
COc1ccc(CN(C)Cc2cc(=O)n3ccsc3n2)c(OC)c1OC	-13.8	13.3	4.8	700	0.4%	1.2	i	0.1	0.2%	8.3%	4.7%	-3.8%
CCOC(=O)c1c(N2C(=O)C3C4C=CC(O4)C3C2=O)sc2c1CCCC2 (stereo unspecified)	-3.5	-3.6	-0.8	724	-3.0%	1.1	i	0.7	-0.5%	16.6%	-16.0%	2.6%
Fc1ccc(COc2ccc(Br)cc2CNCc2ccncc2)cc1	13.3	-4.8	x	x	-0.8%	1.1	i	7.6	8.6%	14.8%	-6.1%	2.8%
CS(=O)(=O)N(CC(=O)NC1CCCC1)Cc1ccc(F)cc1	1.2	-0.1	2.2	664	0.8%	1.1	i	0.3	1.4%	1.3%	2.7%	1.3%
O=C(/C=C/c1ccc2c(c1)OCO2)NCc1ccc(F)cc1	-6.7	7.7	4.8	700	-1.1%	1	i	0.4	6.7%	1.5%	1.3%	-0.3%
CCc1cc2c(=O)n(-c3ccccc3)cnc2s1	-17.6	-1.8	2.1	680	2.1%	1.1	i	0.2	-0.4%	11.3%	1.9%	3.2%
CC1=C([N+](=O)[O-])C(c2cccc(Br)c2)C2=C(N1)c1ccccc1C2=O (stereo unspecified)	14.6	19.2	u	x	-1.1%	0.9	i	0.6	-0.6%	0.6%	12.8%	25.1%
O=C1C2CCCN2C(=O)N1CCCCN1CCN(c2ccccc2)CC1 (stereo unspecified)	-0.1	-16.4	7.3	712	-0.9%	1.1	i	0.8	1.4%[50 µM]	-0.5%	-20.2%	-21.9%
Clc1nc(NCCN2CCOCC2)nc(NCc2ccccc2)n1	1.0	1.8	4.9	710	-6.0%	1.1	i	0.2	0.4%	0.5%	-11.8%	-6.1%

Assay outcomes as filed in PubChem.
